GALK inh: inhibitors of human galactokinase; AID 1868; Potency, µM (series often up to 57.5 µM), inactives show at the top dose activity change, negative = inhibition, most hits filed as inhibitors; Purified GALK, Kinase-Glo residual ATP luminescence; 270,000 tested, 0.007% active; further: potency means the concentration at half of the fitted maximal effect; on the % scale 0 is the no-effect control and ±100 the full control effect
Target sequence (P51570 whole entry, looked up): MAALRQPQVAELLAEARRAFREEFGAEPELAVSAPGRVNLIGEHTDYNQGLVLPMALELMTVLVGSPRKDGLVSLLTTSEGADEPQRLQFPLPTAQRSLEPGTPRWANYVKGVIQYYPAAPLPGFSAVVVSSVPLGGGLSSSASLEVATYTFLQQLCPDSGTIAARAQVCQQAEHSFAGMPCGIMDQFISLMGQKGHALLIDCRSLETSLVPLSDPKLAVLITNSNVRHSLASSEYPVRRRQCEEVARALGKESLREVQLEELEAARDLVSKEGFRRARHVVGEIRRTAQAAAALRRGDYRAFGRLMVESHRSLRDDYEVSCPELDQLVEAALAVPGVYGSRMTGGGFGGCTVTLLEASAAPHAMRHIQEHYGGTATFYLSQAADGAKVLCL
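Galactose (100 uM) and ATP (35 uM) were turned over by 5 nM GALK for 1 h at RT. Kinase-Glo Plus then converted the remaining ATP into a luminescent signal.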
CXXC DNA block: MLL CXXC-DNA interaction inhibition; AID 2662; 290,000 tested, 0.037% active; Q03164; Potency, µM (titrated, usually from 115 µM), inactives show at the highest dose activity change, negative = inhibition, usual class: inhibitors; MLL-CXXC / FITC-HOXA9 DNA fluorescence polarization; active means well fitted inhibition curve with a large enough effect in the polarisation, with a control signal flat, not every such curve was filed as active; inconclusive means small, poorly fitted or top-dose-only effect, or effect the other way, or a change in a side signal; inactive means no such curve, though single readings can be large or run the other way; the % refers to the polarisation; further: potency means the concentration at half of the fitted maximal effect
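Fluorescence polarization: 7 uM MLL-CXXC (stock) preincubated 5 min with compounds, then 50 nM fluorescein-HOX-A9 DNA (stock) added; 30 min ambient. Buffer 50 mM Tris-HCl pH 7.5, 50 mM NaCl, 1 mM DTT, 0.05% BSA.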
Giardia killer: kills Giardia lamblia; Giardia lamblia trophozoite viability; activity change, % at 7.66 µM, hits read low; 340,000 tested, 0.15% active; AID 540267; in the data active means activity change below about -80%; inconclusive means between about -30% and that limit;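 further: parasites exposed to compound for two days anaerobically before the ATP read; on the % scale 0 is the no-effect control and ±100 the full control effect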
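Giardia trophozoites, 100 cells per well, were exposed to compounds for 48 hrs at 37 deg C under anaerobic conditions; viability was then read as ATP content by bioluminescence after 15-30 min at room temperature.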
A-T KAP1 phos: candidate therapy for ataxia-telangiectasia; […] A-T fibroblasts, KAP-1 phosphorylation AlphaLISA; neocarzinostatin DNA damage 30 min before lysis; AID 485349; 320,000 tested, 0.19% active; Potency, µM (highest dose often 57.5 µM), inactives show at the top dose activation, usual class: activators; further: potency means the concentration at half of the fitted maximal effect; % of control where 0% means no effect; nearly all actives have a fitted effect of over 45% in size
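ATM-like activity read as KAP-1 phosphorylation via AlphaLISA donor/acceptor antibody pairs after lysis and 6 hr at 25C. Cells were ATM-null patient fibroblasts ([…], hTERT), dosed 60 min, then exposed to the DSB inducer NCS for 30 min.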
FBPA coupling cs: coupling enzyme interference in Giardia aldolase counter-screen; coupling enzyme system counterscreen, AmpLite Red fluorescence; activity change, negative = inhibition, % at 58.2 µM, hits read low; 290,000 tested, 0.67% active; in the data active means activity change below about -30%; further: on the % scale 0 is the no-effect control and ±100 the full control effect
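First, compound is pin-transferred into glyceraldehyde-3-phosphate coupling-enzyme reagent at 57.5 uM final and held 10 min at RT. Next, substrate, coupling system and AmpLite Red are added. After 20 min RT, fluorescence (525/598 nm) is read.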
Chronic BCR inh: inhibitors of chronic active B-cell receptor signaling; ABC-DLBCL IkBa-CBG/CBR reporter, luminescence ratio, 4 h; Potency, µM (top dose mostly 46.1 µM), for the others: at the top dose ratio change, negative = lower green/red ratio, most hits filed as inhibitors; 340,000 tested, 0.05% active; active means well fitted inhibition curve with a large enough effect in the signal ratio, with a control signal flat, not every such curve was filed as active; inconclusive means small, poorly fitted or top-dose-only effect, or effect the other way, or a change in a side signal; the % refers to the signal ratio;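 further: potency means the concentration at half of the fitted maximal effect; plate controls were basal doxycycline-induced cells for no effect and cells given 10 µM MG132 for full effect; MG132 reads +100%, hits lower the ratio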
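Cell line TMD8 (human ABC DLBCL), stably expressing tet-inducible CBG68-IkBa fusion and CBR; IMDM/0.5% FBS; cpd up to 46 uM; dox induction, 4 h, 37C/5% CO2; dual luminescence; green/red ratio; MG132 control.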
TCR activator: activates T cell receptor signaling; 330,000 tested, under 10 active; primary human leukocytes, anti-CD3, IL-2 HTRF, 48 h; Potency, µM (doses to about 9.22 µM), without a hit: top-dose activation of IL-2 secretion, usual class: activators; further: % of control where 0% means no effect
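Human primary leukocytes + a-CD3 beads + cpd, 48 hr; IL-2 in supernatant by HTRF (ex 320nm / em 665nm). No co-stimulatory signal supplied.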
TSHR antagonist: blocks TSH signaling through the human TSH receptor. 330,000 tested, 0.2% active. activity change, negative = inhibition, % at 11.5 µM. TSHR-expressing cells, TSH-stimulated cAMP HTRF, 2 h; hits give low values. P16473;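 active means activity change below a set negative limit, meaning inhibition stronger than a set level, cut at about -70% in these data; inconclusive means activity change between two set negative limits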; further: on the % scale 0 is the no-effect control and ±100 the full control effect
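TSHR-expressing cells, 200/well, pre-treated with compound, then stimulated with EC80 TSH (4nM final) for 2 hours at 37 deg C. cAMP measured by competitive HTRF: anti-cAMP cryptate antibody in lysis buffer plus cAMP-d2, read after 30 minutes at room temperature.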
Tb PFK block: inhibitors of T. brucei phosphofructokinase. O15648. T. brucei PFK, ADP-Glo luminescence. Potency, µM (titrated, usually from 57.5 µM), inactives show at the highest dose activity, negative = inhibition, most hits filed as inhibitors. 330,000 tested, 0.17% active;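 further: potency means the concentration at half of the fitted maximal effect; 0% = uninhibited 1x PFK enzyme wells and -100% = no-enzyme wells; nearly all actives have a fitted effect of over 60% in size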
Target sequence (O15648 whole entry, looked up): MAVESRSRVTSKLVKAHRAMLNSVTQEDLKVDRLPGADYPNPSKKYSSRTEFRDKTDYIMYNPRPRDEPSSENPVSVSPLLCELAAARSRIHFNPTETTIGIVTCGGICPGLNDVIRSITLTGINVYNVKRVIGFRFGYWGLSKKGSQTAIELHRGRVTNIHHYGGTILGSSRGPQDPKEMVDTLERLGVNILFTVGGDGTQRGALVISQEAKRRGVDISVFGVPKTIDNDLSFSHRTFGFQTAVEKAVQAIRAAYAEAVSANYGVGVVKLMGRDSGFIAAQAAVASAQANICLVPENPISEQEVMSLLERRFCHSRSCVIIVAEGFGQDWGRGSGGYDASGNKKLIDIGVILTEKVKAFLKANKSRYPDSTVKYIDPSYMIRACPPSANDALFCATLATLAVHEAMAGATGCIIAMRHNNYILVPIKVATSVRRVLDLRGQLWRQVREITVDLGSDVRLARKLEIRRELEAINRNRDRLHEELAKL
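ADP-Glo luminescence quantified ADP after 45 min at room temperature, with 1.25 nM T. brucei PFK, 0.1 mM ATP and 0.5 mM fructose-6-phosphate in pH 8.0 TEA buffer. qHTS titrations up to 57 µM; curves classified by quality.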
KCNH2 WT inh: blocks the wildtype human KCNH2 potassium channel | Q12809 | U2OS, BacMam KCNH2, thallium flux FluxOr; hits give low values | activity change, % at 1.84 µM | 340,000 tested, 0.37% active;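 active means maximum activity change below -70%; inconclusive means maximum activity change between -70% and -50%; inactive means maximum activity change above -50%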; further: on the % scale 0 is the no-effect control and ±100 the full control effect
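U2OS cells transduced with wild-type KCNH2 virus are loaded with FluxOr dye for 45 min, and thallium flux is measured in kinetic reads before and after stimulation buffer. Rate constants are normalized to DMSO controls.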
The depositor's hits bear a star; ? = inconclusive; . = not tested or not shown; & = joins results of further samples; [ ] = remark or other dose. Unless noted, the call rests on the fitted dose curve; in most records, active means well fitted curve in the direction sought with a large enough effect; inconclusive means small, poorly fitted or top-dose-only effect, or another doubt; inactive means no such curve, though single readings can be large; an effect the other way counts as inactive or inconclusive.

SMILES | GALK inh | CXXC DNA block | Giardia killer | A-T KAP1 phos | FBPA coupling cs | Chronic BCR inh | TCR activator | TSHR antagonist | Tb PFK block | KCNH2 WT inh
S=C(Nc1cccnc1)Nc1cccc2cnccc12 | -2% | -2% | -7 | 8% | -37* | 1% | -1% | 10 | -5% | -5
O=C(N=C1SC2CS(=O)(=O)CC2N1c1ccc(Br)cc1F)C1CC1 (stereo not given) | -3% | -9% | 0 | 7% | . | 0% | 3% | 7 | 3% | -156*
O=C(O)CCSc1nnc(-c2cccnc2)n1-c1ccccc1 | 0% | 18% | -14 | 1% | 8 | -2% | . | 27 | 6% | -9
NS(=O)(=O)c1ccc(CCNCc2cc(Br)ccc2OCc2ccccc2F)cc1 | -1% | 12% | 6 | 0% | 0 | ? | 5% | -5 | -7% | -28
O=C(c1cccc(S(=O)(=O)N2CCCCC2)c1)N1CCN(c2ccccc2)CC1 | -3% | -11% | 2 | 1% | . | 7% | 0% | 8 | 0% | -15
CNC(=O)c1c(NC(=O)CCS(=O)(=O)c2ccc(C)cc2)sc(C)c1C | . | . | -23 | 3% | . | 0% | -10% | 5 | 3% | -2
CCN(CC)C(=O)CSc1nc(N)c(-c2ccccc2)c(=O)[nH]1 | 6% | -4% | -10 | -3% | 10 | 0% | 0% | 8 | 0% | -1
CSc1nc(N)n2nc(-c3ccc(Cl)cc3)cc2n1 | -1% | -9% | -8 | -3% | 3 | ? | 7% | 3 | -12% | 0
Cc1cc(N2CCOCC2)n2nc(C)c(-c3ccc(Cl)cc3)c2n1 | 3% | ? | 1 | 0% | 3 | -1% | -4% | -7 | 1% | -15
CN(C)CCOCCOc1ccc(Cl)cc1Br | 6% | -1% | 8 | 2% | 2 | -2% | -4% | 11 | -11% | 13
COCCn1c(C)cc(C(=O)CSc2cc(C)c3ccccc3n2)c1C | -7% | 8% | -4 | 1% | 0 | 0% | 3%[46.1 µM] | -5 | 5% | -14
O=C(c1cccc([N+](=O)[O-])c1)N1CCN(c2ccc(N3CCOCC3)nn2)CC1 | . | . | -2 | -4% | . | 2% | . | -2 | -2% | -5
COC(=O)CN(C)C(=O)c1ccccc1OC1CCN(S(C)(=O)=O)CC1 | 0% | -2% | -8 | 23% | -1 | 1% | 1% | 41 | -3% | -16
COc1ccccc1NC(=O)O/N=C(\N)c1ccccc1 | -1% | 7% | 7 | -2% | -2 | -1% | -2% | -24 | 2% | 0
O=[N+]([O-])c1ccc(/C=N/Nc2nc(NCc3ccccc3)nc(N3CCOCC3)n2)cc1 | 9% | -1% | 0 | 0% | -12 | -16% | -9% | -5 | 0% | .
Cc1csc(NC(=O)CSc2sc3c(O)cc(=O)[nH]c3c2C#N)n1 | -2% | 6% | -2 | -1% | -1 | 8% | 1% | -1 | 1% | -1
COCCNC(=O)Nc1ccc2c(c1)N(C)C(=O)CS2 | 4% | -1% | 2 | . | 3 | 0% | 4% | 2 | -1% | 9
COc1ccc(CCNC(=O)COC(=O)c2ccccn2)cc1 | . | . | -7 | 4% | . | 5% | -4%[46.1 µM] | -5 | 4% | 0
COc1ccc(-c2[nH]c(-c3ccc(C(=O)O)cc3)nc2-c2ccccc2)cc1 | -8% | -19% | -1 | 1% | . | ? | -1% | -18 | 1% | 2
CCOC(=O)c1sc(NC(=S)NC(=O)C2CCCC2)cc1C | -1% | 5% | -16 | -3% | -1 | -16% | 3%[46.1 µM] | -5 | 0% | 0
O=C(COC(=O)c1ccccc1Br)NC(=O)NCc1ccccc1 | . | . | -7 | 12% | . | ? | 3% | . | ? | -16
O=C1CC(c2ccccc2)n2nc(NS(=O)(=O)c3ccccc3)nc2N1 (stereo not given) | -3% | 14% | 15 | 0% | -1 | 15% | -2% | 5 | 0% | -5
CC(=O)N1c2ccc(S(=O)(=O)N3CCC(C(=O)Nc4cccc(C(F)(F)F)c4)CC3)cc2CC1C (stereo not given) | -2% | 11% | -28 | 0% | -2 | 7% | -2% | 5 | -8% | 10
COc1ccc(NC(=O)COC(=O)CN2C(=O)C3CCCCC3C2=O)cc1OC (stereo not given) | . | . | -7 | -14% | . | -3% | 65% | 14 | -1% | 13
Cc1ccc2nc(Nc3nc(CSc4nc5ccccc5s4)cc(=O)[nH]3)nc(C)c2c1 | 0% | -4% | -3 | 1% | -2 | -6% | -4%[46.1 µM] | 5 | -3% | -6
CCc1nnc(NC(=O)c2c(OC)cccc2OC)s1 | 3% | 0% | 5 | 13% | 3 | 0% | . | 12 | -3% | 0
O=C1CN(C(=O)COc2ccc(F)cc2Br)c2ccccc2N1 | -3% | -12% | 8 | 3% | -2 | -16% | 5% | 0 | 5% | -1
CC(=C/c1ccccc1)/C=N/n1cnnc1 | 0% | -11% | -9 | 4% | . | ? | -17% | -16 | 3% | -1
Cc1c(N=c2scc(-c3ccccc3)n2C)c(=O)n(-c2ccccc2)n1C | 0% | 3% | 14 | 3% | 5 | -5% | 0% | 3 | 1% | 0
CCn1c(CC(=O)Nc2ccc(C)c(Cl)c2)nnc1SCc1ccc(Cl)c(Cl)c1 | -2% | 55%[activator] | -1 | 0% | 4 | -3% | -3% | -11 | 0% | 3
Cc1cnc(C(=O)OCC(=O)N(C(C)C)C(C)C)cn1 | -1% | 5% | 13 | -2% | 2 | -9% | 1% | 11 | -8%[0.46 µM] | -6
CCOc1cc2[nH]c(=S)n(Cc3ccc(C(=O)NCCCN(CC)CC)cc3)c(=O)c2cc1OCC | . | 21% | -5 | 12% | -2 | ? | 3% | 1 | -19% | 0
O=C(Cc1ccccc1)N/N=C/c1ccc2cccc(O)c2n1 | 4% | ? | 17 | -1% | -6 | -13% | -3% | 10 | -2% | 2
O=C(CN1CCCN(Cc2ccc(F)cc2Cl)C1=O)NC1CCCC1 | -1% | -4% | 9 | 3% | 4 | -1% | 0% | 0 | -2% | -2
Cc1cc(C)c(S(=O)(=O)CCC(C)C)c(=O)[nH]1 | 0% | -4% | 17 | 10% | 3 | -15% | 1% | 3 | 3% | 15
Nc1oc2ccccc2c(=O)c1-c1ccc2c(c1)OCO2 | -6% | -10% | -9 | 0% | 0 | 4% | -3% | 5 | 8% | -15
CC(C)(C)NC(=O)COC(=O)CCC(=O)c1cccs1 | 1% | 1% | 6 | -15% | 0 | 2% | 2% | -3 | 2% | 5
CN(C1CCCCC1)S(=O)(=O)c1ccc(C(=O)Nc2sc3c(c2C(N)=O)CC(C)(C)NC3(C)C)cc1 | -3% | 20% | 1 | -4% | -3 | -1%&-17% | 2% | -13 | -2% | 0
Cc1cc(C)nc(SCc2nnc(SCC(=O)Nc3ccccc3C)n2Cc2ccco2)n1 | 0% | 2% | 0 | -5% | 1 | -1% | . | -1 | -18% | 3
Cc1ccc(N(Cc2cc3cccc(C)c3[nH]c2=O)S(=O)(=O)c2ccccc2)c(C)c1 | 8% | 11% | -2 | -4% | 1 | 0% | 7% | -7 | -2% | -11
CN1/C(=C\C=[N+](C)c2ccccc2)C(C)(C)c2ccccc21 | -1% | 0% | -5 | -3% | -1 | 0% | 0% | -14 | 0% | 2
COc1ccccc1N1CCN(C(=O)c2ccco2)CC1 | -1% | 1% | 9 | 1% | 0 | 1% | -2% | 7 | 0% | 6
C=CCN1C=CC(=C/C=C(/C#N)C(=O)OCC)C=C1 | 0% | ? | -12 | -7% | -5 | 10% | 21%[46.1 µM] | -47 | -9% | -9
CCc1nnc(NS(=O)(=O)c2ccc(NC(=O)/C=C/c3ccc(F)cc3)cc2)s1 | -4% | 20% | -1 | 1% | 7 | -4% | 6% | -12 | 3% | -12
COc1ccc(CNC(=O)N2CCN(c3cccc(C)c3C)CC2)cc1OC | 10% | 28% | -9 | 0% | 0 | 5% | 3% | -5 | 2% | 5
CCn1ncc(Br)c1C(=O)Nc1ncc(C)s1 | 0% | 9% | 1 | 0% | 1 | ? | -1% | -11 | 2% | .
COc1cccc(NC(=O)CNS(=O)(=O)c2ccc(Cl)cc2)c1 | 2% | -2% | -1 | 6% | 0 | 0% | -3%[46.1 µM] | -4 | 9% | -6
CCOc1ccc(NC(=S)NC(=O)c2c(Cl)c(C)nn2C)c([N+](=O)[O-])c1 | 1% | 14% | 11 | -15% | -3 | 3% | 0%[46.1 µM] | 8 | 1% | 3
CC(=O)O[C@H]1C2OC(=O)C(C)=C2[C@@H]2OC(=O)[C@]3(CCC4OC41C)OC23 (stereo not given in full) | . | 2% | 14 | -7% | 1 | -3% | -7% | 11 | -2% | -5

Laid out differently: 2 of the compounds above
Order of results: GALK inh | CXXC DNA block | Giardia killer | A-T KAP1 phos | FBPA coupling cs | Chronic BCR inh | TCR activator | TSHR antagonist | Tb PFK block | KCNH2 WT inh
> O=C(Cc1ccccc1)N/N=C/c1ccc2cccc(O)c2n1
  4% | ? | 17 | -1% | -6 | -13% | -3% | 10 | -2% | 2
> O=C(CN1CCCN(Cc2ccc(F)cc2Cl)C1=O)NC1CCCC1
  -1% | -4% | 9 | 3% | 4 | -1% | 0% | 0 | -2% | -2

Assay outcomes (PubChem)
